Screening data: PubChem BioAssay, several laboratories
AID2073 = inhibitors of Mint1-CaV2.2 protein interaction, biochemical, HTRF (AID 2073). HTRF protein-protein interaction, Mint1-CaV2.2; higher % means a stronger effect. inhibition, % at 20 µM, or IC50 in µM where a hit was titrated. 0.19% of 290,000 active; in the data active means inhibition mostly above about 51%, no sharp cut-off; inconclusive means no clear call, values can overlap the other calls; inactive means mostly below about 53%; further: some results filed as inactive read as strong as hits
KOR beta-arrestin-1 = KOR antagonists, beta-arrestin recruitment, cell-based, luminescence, uHTS (AID 1778); 0.091% of 290,000 active; KOR beta-arrestin recruitment, luminescence, antagonist mode; higher % means a stronger effect; inhibition, % at 10 µM, or IC50 in µM where a hit was titrated; further: strong numbers were not always called active
NOD1 NF-kB reporter = NOD1 signaling inhibitors, primary screen, cell-based, luminescence, uHTS (AID 1578) | NOD1-driven NF-kB luciferase reporter cells, luminescence; higher % means a stronger effect | inhibition, % at 4 µM, or EC50 in µM where a hit was titrated | 1% of 290,000 active; in the data active means inhibition mostly above about 36%, no sharp cut-off; inactive means mostly below about 34%;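 further: HEK-293T reporter cells stimulated with the NOD1 agonist gamma-tri-DAP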
NOD2 inhibition = NOD2 signaling inhibitors, cell-based, luminescence, uHTS, HEK293 (AID 1566); HEK293 NOD2/NF-kB luciferase reporter, luminescence; higher % means a stronger effect; one-dose inhibition, % at 4 µM; EC50 in µM for titrated hits; 0.63% of 290,000 active; further: many of its hits are not listed in these tables
KOR beta-arrestin-2 = KOR agonists, beta-arrestin recruitment, primary screen, cell-based, luminescence, uHTS (AID 1777); activation, % at 10 µM; hits with a dose series show EC50 in µM; 0.02% of 280,000 active; KOR beta-arrestin recruitment, luminescence; higher % means a stronger effect; in the data active means activation above about 50%, passing the limit was not always enough; further: a part of the inactive calls stands beside numbers as strong as those of hits
GPR55 activation = GPR55 agonists via beta-arrestin recruitment, primary screen, imaging, U2OS cells, beta-arrestin-GFP redistribution (AID 1961) | activation, % at 10 µM, or EC50 in µM where a hit was titrated | U2OS GPR55 beta-arrestin-GFP redistribution imaging; higher % means a stronger effect | 0.048% of 290,000 active;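 active means activation above 40% with more than 50 cells counted in the well; inconclusive means wells holding fewer than 50 cells, flagged as toxic or sparse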;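 further: U2OS osteosarcoma cells stably expressing GPR55 and beta-arrestin-GFP; plate controls were DMSO negative control for no effect and LPI positive control for full effect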
P. falciparum M1AAP = P. falciparum M1AAP inhibitors, biochemical, fluorogenic H-Leu-NHMec substrate, 1536-well (AID 1445). 0.42% of 220,000 active. inhibition, % at 30 µM; hits with a dose series show IC50 in µM. recombinant M1AAP, H-Leu-NHMec fluorogenic kinetic assay; higher % means a stronger effect;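 active means primary inhibition above the hit cutoff, then over 50% inhibition at one or more dose response concentrations, cut at about 23% in these data, passing the limit was not always enough; inconclusive means conflicting primary data, or primary hits not chosen for dose response; inactive means low primary inhibition, or under 50% at every dose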;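 further: plate controls were DMSO full reaction for no effect and no enzyme background for full effect; strong numbers were not always called active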
M17LAP inhibition = P. falciparum M17LAP inhibitors, primary screen, biochemical, fluorogenic H-Leu-NHMec substrate, 1536-well (AID 1619); recombinant M17LAP, H-Leu-NHMec fluorogenic kinetic assay; higher % means a stronger effect; inhibition, % at 30 µM; hits with a dose series show IC50 in µM; 0.38% of 220,000 active;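 active means compound inhibiting the enzyme by more than half at any dose during confirmatory dose-response retesting; inconclusive means strong single-dose inhibitors picked by rank but not retested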;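 further: plate controls were full reaction with DMSO carrier for no effect and no enzyme background for full effect; strong numbers were not always called active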
Dynein transport = blocks dynein driven cargo transport along microtubules; 3617.4 mouse cells, GR-EGFP nuclear translocation imaging; test concentration mostly 20 µM; stimulated with dexamethasone, 1 µM; active compounds read low; z-score, hits read low; 0.47% of 220,000 active; AID 1381;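 active means plate z-score of nuclear minus cytoplasmic receptor signal below a set negative limit, without overly bright fluorescence or cell loss, cut at about -3.5 in these data, passing the limit was not always enough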;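 further: z-score of nuclear minus cytoplasmic ring GR-EGFP intensity difference per well; some compounds called inactive have numbers as strong as hits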
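Buffer or medium: Induction medium lacking tetracycline, stripped serum | Also added: Dexamethasone agonist, 1.0 µM final, for 30 min | Timing: 48 h induction, 1 h compound, 30 min dex at 37 °C | Detection: Formaldehyde fixation, Hoechst nuclear stain, 10x automated fluorescence imaging | Measure: Nuclear versus cytoplasmic GR-EGFP signal, averaged per well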
Dynein transport cytoplasmic EGFP = further read-out of Dynein transport, marked with its call; z-score; measured here: cytoplasmic GR-EGFP intensity; active compounds read high
Dynein transport nuclear GR-EGFP = also measured in Dynein transport; calls as there; z-score; measured here: nuclear GR-EGFP intensity;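 lower value marks the stronger effect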
Dynein transport cell count = also measured in Dynein transport; calls as there; z-score; measured here: cell count per field
* hit, by the source's call; ? = inconclusive; . = no result given; [ ] = remark or other dose. Unless noted, no stated cut-off is given here; in the data, active means inhibition above about 50%; inactive means the rest. An excerpt. The share of hits here may be higher or lower than overall.

Results follow in this order: Dynein transport cell count	M17LAP inhibition	P. falciparum M1AAP	Dynein transport cytoplasmic EGFP	Dynein transport	KOR beta-arrestin-2	NOD1 NF-kB reporter	NOD2 inhibition	GPR55 activation	Dynein transport nuclear GR-EGFP	AID2073	KOR beta-arrestin-1
> Clc1cccc(Cl)c1-c1noc(-c2ccno2)n1
  1.3	8%	2%	-0.28	-0.64	-2.6%	0%	1%	-0.4%	-0.36	33%	1%
> O=C(/C=C/c1ccco1)NC(=S)Nc1ccc(C(=O)O)cc1
  .	.	.	.	.	1.2%	-1%	-18%	0.0%	.	35%	4%
> Cn1c(-c2ccc3ccccc3n2)nc2cnccc21
  -0.22	9%	3%	-0.2	-0.067	0.2%	-56%	-66%	-0.1%	0.28	20%	4%
> O=C(CN1CCN(c2ccc(F)cc2)CC1)c1ccc(O)cc1O
  .	.	.	.	.	5.2%	-29%	-22%	-0.1%	.	0%	-16%
> Cc1cc(C)c(S(=O)(=O)N2CCOCC2)c(C)c1N(C)S(=O)(=O)c1ccccc1
  .	.	.	.	.	-0.9%	-20%	7%	-0.1%	.	-5%	11%
> CCOc1ccc(NC(=S)N(CCc2ccncc2)C(C)C)cc1
  0.52	-3%	1%	-0.31	-0.44	8.5%	-11%	4%	-0.4%	-0.32	-20%	11%
> O=C(Cn1ccc2cc(S(=O)(=O)N3CCCCC3)ccc21)NCc1ccccc1F
  .	.	.	.	.	-1.8%	-11%	13%	-0.1%	.	6%	-1%
> CCOc1ccccc1N1C(=O)CC(Sc2ncccc2C(=O)O)C1=O (stereo not drawn)
  -0.35	18%	10%	-0.2	0.56	-2.6%	-17%	0%	-0.2%	0.35	3%	28%
> CCN(CC)S(=O)(=O)c1ccc(-c2nnc(SCC(=O)Nc3ccc(OC)cc3)o2)cc1
  -0.64	-9%	4%	-0.12	1.4	-1.8%	-18%	9%	-0.3%	0.56	29%	30%
> COC(=O)c1ccccc1S(=O)(=O)Oc1ccc(-c2ccc(C(=O)O)cc2)cc1
  .	.	.	.	.	5.1%	22%	6%	-0.1%	.	2%	-13%
> C=CCn1c(COc2ccc(Cl)cc2)nnc1SCC(=O)c1c(N)n(C)c(=O)n(C)c1=O
  0.81	5%	0%	-0.22	-0.46	2.4%	19%	-5%	-0.2%	0.0054	0%	-1%
> N#Cc1nc(-c2ccccc2)oc1N1CCN(C(=O)c2ccco2)CC1
  .	.	.	.	.	-3.7%	-4%	6%	-0.1%	.	22%	34%
> O=C(c1ccncc1)N1CCN(C2CCC(c3ccccc3)CC2)CC1 (stereo not drawn)
  0.34	11%	-2%	-0.19	-1.1	3.8%	-1%	10%	-0.2%	-0.17	-1%	9%
> Cc1ccc2nc(NC(=O)CSCC(=O)OCC(=O)c3ccccc3)sc2c1
  0.71	-9%	1%	-0.31	-0.94	3.1%	60%	52%*	-0.2%	-0.78	-4%	-40%
> Cc1ccc(NC(=O)c2ccc(OCC3CCCO3)cc2)c(C)c1 (stereo not drawn)
  0.16	2%	0%	-0.26	-0.16	-2.5%	-27%	3%	-0.2%	-0.21	0%	12%
> O=C(c1ccco1)N1CCN(CCCCOc2cccc3ccccc23)CC1
  0.35	-6%	5%	-0.096	0.52	3.0%	-65%	-2%	0.0%	0.81	1%	-16%
> Nn1c(SCC(=O)Nc2ccc(F)cc2)nnc1-c1cccnc1
  -0.76	-4%	0%	-0.0056	0.68	-4.7%	-6%	8%	-0.3%	1.1	4%	42%
> Cc1nc2ccccc2nc1SCC(=O)c1ccccc1
  0.28	8%	5%	-0.26	0.24	1.4%	29%	13%	0.3%	0.3	-12%	2%
> O=C(CSc1nnc2c(n1)[nH]c1ccc(F)cc12)Nc1ccccc1F
  .	.	.	.	.	-2.5%	4%	30%	0.0%	.	5%	4%
> CCn1c(SCc2ccc(F)cc2)nnc1-c1nn(-c2ccccc2)ccc1=O
  -1.3	0%	0%	-0.18	2.1	2.8%	3%	8%	-0.1%	0.0023	12%	-42%
> CSc1nc(SCCO)c2sc3nc(-c4ccco4)c4c(c3c2n1)CC(C)(C)OC4
  -0.2	13%	14%	0.77	-1.1	6.3%	-26%	0%	-0.2%	-0.26	.	-50%
> CCOC(=O)C1(CCCc2ccccc2)CCN(C(=O)CN2CCOC2=O)CC1
  0.59	-1%	-1%	-0.29	-0.96	-0.4%	-12%	-4%	0.6%	-0.38	-2%	8%
> CCOC(=O)C1(CCCc2ccccc2)CCN(C(=O)CCOC)CC1
  0.018	-10%	2%	-0.26	-0.27	-0.6%	-18%	21%	-0.3%	-0.099	-7%	-28%
> Cc1ccc(SCc2ccc(C(=O)Nc3ccccc3C(=O)NC(C)C)cc2)cc1
  -0.13	3%	-2%	-0.27	0.39	32%	10%	32%	-0.2%	0.37	8%	-15%
> CN(C(=O)Nc1cnc2ccccc2c1)c1ccccc1
  0.29	-8%	5%	-0.37	0.64	-5.4%	-38%	-23%	-0.1%	-0.0048	1%	28%[20 µM]
> Cc1c(C(=O)C(=O)N2CCN(Cc3ccc4c(c3)OCO4)CC2)c2ccccc2n1C
  .	.	.	.	.	-4.4%	-13%	-15%	-0.2%	.	8%	10%
> COc1ccc(S(=O)(=O)N2CCOCC2)c(Cl)c1Cl
  0.36	7%	2%	-0.28	-0.065	-3.2%	-2%	-2%	-0.1%	-0.093	-4%	-1%
> Cc1ccc2c(c1)nnn2C1CCN(CC(=O)N(c2ccccc2)c2ccccc2)CC1
  -0.28	-4%	0%	-0.79	0.12	6.4%	-9%	6%	0.0%	-0.065	3%	-18%
> COc1ccc(C(=O)C2CCCN(C(=O)c3ccoc3C)C2)cc1F (stereo not drawn)
  0.91	19%	13%	-0.31	-0.15	4.6%	8%	-1%	-0.2%	-0.062	-13%	11%
> CCCOC1CCCN(C(=O)c2ccc(OC3CCN(Cc4ccccn4)CC3)cc2)C1 (stereo not drawn)
  .	.	.	.	.	0.9%	22%	28%	-0.1%	.	7%	-15%
> O=C(Cc1ccc(Cl)cc1)NNC(=O)Nc1cccc2ccccc12
  0.78	5%	10%	-0.22	0.018	-2.6%	-1%	8%	0.2%	0.42	-8%	24%
> COc1ccc(Cl)cc1S(=O)(=O)N1CCC(C(=O)NCCc2ccccc2)CC1
  .	.	.	.	.	-1.2%	-17%	-5%	0.4%	.	3%	5%
> Cc1ccc(CNC(=O)CCc2nnc3ccc(N4CCC5(CC4)OCCO5)nn23)cc1
  .	.	.	.	.	2.3%	20%	-12%	0.2%	.	3%	-16%
> CCc1ccc(N(CC)C(=O)c2ccc3c(Cl)c4c(nc3c2)CCC4)cc1
  0.54	-21%	3%	0.027	-1.7	1.3%	-11%	8%	-0.2%	-0.44	6%	-8%
> CC(C)NC(=S)N(CCc1ccncc1)C(C)C
  1	-2%	2%	-0.32	-1.1	6.5%	-21%	21%	0.0%	-0.68	0%	3%
> COc1ccc(C(=O)NC2CCN(CC(=O)NCc3cccc(OC)c3)CC2)cc1
  .	.	.	.	.	4.8%	-12%	-10%	0.2%	.	-2%	-11%
> O=C(c1ccc2nc(N3CCOCC3)sc2c1)N1CCN(c2ccc(Cl)cc2)CC1
  .	.	.	.	.	-5.1%	5%	18%	0.0%	.	1%	-11%
> Cc1nnnn1/C(=C\c1ccccc1)C(=O)OCC(=O)NC(C)(C)C
  0.28	8%	-1%	0.34	-2.2	2.8%	91%*	14%	-0.3%	-0.94	3%	-15%
> CC(=O)C1=C(O)C(=O)N(Cc2ccccc2)C1c1ccc(Br)cc1 (stereo not drawn)
  .	.	.	.	.	-3.9%	-8%	3%	0.0%	.	2%	-1%
> c1ccc(CCn2nnnc2C(c2cccs2)N2CCN(Cc3ccc4c(c3)OCO4)CC2)cc1 (stereo not drawn)
  0.51	-3%	9%	-0.25	0.44	-3.3%	-12%	-15%	0.5%	0.46	-4%	35%
> C=CCn1c(NCCO)nc2c1c(=O)n(C)c(=O)n2C
  0.6	-3%	4%	-0.15	0.12	4.4%	-1%	5%	0.8%	0.36	-2%	-23%
> Cc1ccc(-c2csc(NC(=O)CSc3nnc4c(n3)[nH]c3ccccc34)n2)cc1
  0.64	18%	5%	-0.23	-0.56	1.3%	-28%	19%	1.1%	-0.58	12%	-8%
> O=C(Cc1ccc(Br)cc1)N1CCN(c2ccc(F)cc2)CC1
  0.45	12%	0%	0.58	-1	2.6%	7%	9%	-0.1%	-0.59	3%	-60%
> Fc1ccc(-c2cc(-c3nnc4n3CCCCC4)c3ccccc3n2)cc1
  0.34	-3%	2%	-0.22	-0.93	3.1%	3%	2%	-0.3%	-0.26	10%	-14%
> CCN1C(=O)/C(=C/c2cccs2)S/C1=N\S(=O)(=O)c1ccc(C)cc1
  0.42	8%	4%	0.0026	-0.88	17%	-36%	0%	-0.3%	-0.2	5%	-12%
> CCN1CCN(c2cc(C)c3cc(NC(=S)NCCCOC)ccc3n2)CC1
  .	.	.	.	.	-7.4%	-1%	4%	-0.1%	.	10%	5%
> CC(=O)Nc1nnc(SCC(=O)NC(C)(C)C)s1
  1.4	2%	-2%	-0.013	-0.81	-2.5%	7%	8%	0.5%	-0.47	-1%	-10%
> CCn1c(CNC(=O)c2ccco2)nnc1SCC(=O)Nc1cc(F)ccc1C
  .	.	.	.	.	-2.3%	-10%	-4%	?	.	7%	-13%
> CCc1nc(N=C(N)N)nc2ccccc12
  0.36	5%	49µM*	-0.2	-0.57	-3.6%	-32%	14%	0.1%	-0.32	-11%	-8%
> CCCCNC(=O)CNC(=O)c1nn(-c2ccc(OC)cc2)c(=O)c2ccccc12
  .	.	.	.	.	-20%	2%	5%	-0.1%	.	16%	-13%
> O=C(Nc1nc2cc3c(cc2s1)OCCO3)c1ccc([N+](=O)[O-])o1
  .	.	.	.	.	8.6%	-22%	19%	1.0%	.	11%	19%
